Bioassay records deposited in PubChem by National Center for Advancing Translational Sciences (NCATS).
aSyn tox rescue: qHTS of alpha-syn Inhibitors: NCGC Sytravon Library Screen | S. cerevisiae alpha-synuclein toxicity rescue, BacTiter-Glo growth, 24 h | Potency, µM (highest dose often 46.1 µM), for inactives: at the top dose growth rescue (activation), hits mostly activators | 94,000 tested, 0.02% active | AID 1347070, 2019; active = well fitted activation curve with a large enough effect; inconclusive = small, poorly fitted or top-dose-only effect; note: 0% is about no effect
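Growth restoration measured by BacTiter-Glo luminescence after 24 hr at 30 deg C; alpha-synuclein yeast, raffinose-pregrown to mid-log, were added at OD600=0.02 in galactose medium onto pinned compounds.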
Active calls of the source: *; u = inconclusive; & = joins results of further samples; [ ] = dose if it differs, or a comment. Potency is the fitted concentration of half-maximal effect. Some of the compounds tested, so the mix of outcomes need not match the whole.

SMILES | aSyn tox rescue
Cc1ccccc1-c1nnc(SCC(=O)N2CCCc3ccccc32)o1 | 13%
Cc1ccc(CNc2nc3c(S(=O)(=O)c4ccc(C)c(C)c4)nnn3c3ccc(Cl)cc23)cc1 | 5%
CC(/C=N/NC(=O)c1nnn(-c2nonc2N)c1CN(C)C)=C\c1ccco1 | -5%
Cc1ccc(CNC(=O)c2ccc(N3CCc4ccccc43)c([N+](=O)[O-])c2)cc1 | 7%
Cc1nn(-c2ccccc2)c2sc(C(=O)Nc3cccc(O)c3)cc12 | 2%
CC1(C)SC(=S)N(/N=C/c2ccccc2O)C1N(O)C(=O)Nc1ccccc1 (stereo unspecified) | 6%
CCc1nc(SCC(=O)c2ccccc2)c2c(=O)n(C)c(=O)n(C)c2n1 | 12%
CCc1nn(CC(=O)NCCc2ccc(SC)cc2)c(=O)c2cc3sccc3n12 | -4%
CCc1ccc(C2=C(C)C(N3CCC(C(=O)Nc4ccc(F)cc4)CC3)=NS2(=O)=O)cc1 | 3%
COc1ccc(OC)c(Nc2ncc3c(n2)CCN(Cc2cc(OC)c(OC)c(OC)c2)C3)c1 | -6%
Cc1c(C)n(C)c2ccc(C(=O)NCCc3ccc(Cl)cc3)cc12 | 3%
O=C(OCC1CCCO1)c1ccc2c(c1)N(Cc1ccccc1F)C(=O)c1ccccc1S2(=O)=O (stereo unspecified) | -2%
CCOC(=O)CC(NC(=O)c1cc2ccccc2oc1=O)c1cccc([N+](=O)[O-])c1 (stereo unspecified) | -6%
CCCCN(CC)CCNc1ncnc2onc(-c3ccc(Cl)cc3)c12 | -3%
COc1ccc(NC(=O)C(Cc2ccccc2)n2cccc2)cc1OC (stereo unspecified) | 16%&2%
COc1ccc(NC(=O)CCSCCc2ccccn2)cc1OC | -9%
O=C(Nc1ccc(Cl)c(C(F)(F)F)c1)C(Cc1ccccc1)NS(=O)(=O)c1cccc2nsnc12 (stereo unspecified) | 6%
Cc1ccc(-n2nnnc2CNC(=O)C(=O)c2c[nH]c3ccccc23)cc1C | 3%
CCCCn1c(=O)[nH]c(=O)c2c1nc(-c1ccc(OC(F)F)c(OC)c1)n2C | -3%
CC1=CC(C)C(=O)N(C)C(C)=C1 (stereo unspecified) | 1%
CCn1c(C)nc2cc(C#N)ccc21 | -3%
O=C(NCCc1ccc(Cl)cc1)C1CCN(C(=O)N2CCOc3ccccc32)CC1 | 6%
O=C(NCc1ccccc1Cl)C1CCN(C(=O)c2sccc2-n2cccc2)CC1 | -3%
CC1=C(c2ccc(F)cc2)S(=O)(=O)NC1=NCc1ccccc1Cl | 1%
CCc1nc2ccccc2c(C(=O)OCC(=O)NC(=O)c2cccn2C)c1C | 5%

Filtered by structure, the compounds so far containing an aryl thioether with sulfur outside any ring
SMILES | aSyn tox rescue
Cc1ccccc1-c1nnc(SCC(=O)N2CCCc3ccccc32)o1 | 13%
CCc1nc(SCC(=O)c2ccccc2)c2c(=O)n(C)c(=O)n(C)c2n1 | 12%
CCc1nn(CC(=O)NCCc2ccc(SC)cc2)c(=O)c2cc3sccc3n12 | -4%

Carrying on.
SMILES | aSyn tox rescue
CCCn1c(SCC(=O)N2CCCC(C)C2)nnc1-c1cccnc1 (stereo unspecified) | 7%
Cc1ccc(C(c2ccccc2)c2c(C)[nH]c3ccccc23)s1 (stereo unspecified) | -2%
c1ccc2c3c([nH]c2c1)CCNC3 | 5%
O=C(CNS(=O)(=O)c1ccccc1F)NNC(=O)c1ccc(Br)cc1 | 3%
Cc1ccc(Nc2c(-c3ccc(C)o3)nc3ncccn23)cc1 | 16%
N#Cc1c(NC(=O)c2cc(C3CC3)on2)sc2c1CCC2 | -6%
S=C(NCc1ccccc1)NC1CCCc2ccccc21 (stereo unspecified) | -5%
CNC(=O)CCCN1C(=O)CCn2nc(-c3cn(C)c4ccccc34)cc21 | 1%
Cc1cccc(CN2C(=O)N(c3ccc(C(C)C)cc3)S(=O)(=O)c3ccccc32)c1 | -3%
Cc1ccc(S(=O)(=O)N2CCC(C(=O)NNC(=O)c3ccc(F)cc3)CC2)cc1 | -3%
C[C@H](CO)N1C[C@H](C)[C@H](CN(C)Cc2cccc(C(F)(F)F)c2)OCc2ccccc2-c2c(n(C)c3ccccc23)C1=O | 8%
COc1cc(OC)c(OC)cc1CN1CCc2nc(N3CCN(c4ccccc4F)CC3)ncc2C1 | 2%
COc1ccc(OCC(=O)N/N=C(\C)c2cccs2)cc1 | -4%
Cc1ccc(-n2nc3ccc(NC(=O)COc4ccccc4)cc3n2)cc1Cl | 1%
Cc1nnc(SCCCCSc2nnc(C)c(=O)[nH]2)[nH]c1=O | 2%
CCc1nn(CC(=O)N2CCN(c3cccc(C(F)(F)F)c3)CC2)c(=O)c2cc3occc3n12 | -16%
COc1ccccc1CNC(=O)CCC(=O)N1Cc2ccccc2Oc2ncccc21 | 3%
Cc1ccc(SCC(=O)NC(=O)NC2CCCC2)c(C)c1 | 12%
CCOc1ccccc1NC(=O)c1ccc(C(=O)Nc2ccccc2OCC)cc1 | -6%
O=S(=O)(Nc1cccnc1Cl)c1ccc(-c2ccccc2)cc1 | -7%
Cn1cc(/C=C2\SC(=S)N(N3CCOCC3)C2=O)c2ccccc21 | 5%
Cc1ccc2nc(-c3ccc(Cl)c(NC(=O)c4cccnc4)c3)oc2c1 | -15%
Cc1cccc(NC(=O)Cn2nc(C)c3nn(-c4ccc(Cl)cc4)c(C)c3c2=O)c1C | 7%
CCOC(=O)c1c(-c2ccccc2)csc1NC(=O)c1nc(SCC)ncc1Cl | -9%
CN(CC(=O)Nc1ccccc1Cl)C(=O)CCc1nc2ccccc2c(=O)[nH]1 | -11%

Of the compounds above, three contain a CF3 group:
SMILES | aSyn tox rescue
O=C(Nc1ccc(Cl)c(C(F)(F)F)c1)C(Cc1ccccc1)NS(=O)(=O)c1cccc2nsnc12 (stereo unspecified) | 6%
C[C@H](CO)N1C[C@H](C)[C@H](CN(C)Cc2cccc(C(F)(F)F)c2)OCc2ccccc2-c2c(n(C)c3ccccc23)C1=O | 8%
CCc1nn(CC(=O)N2CCN(c3cccc(C(F)(F)F)c3)CC2)c(=O)c2cc3occc3n12 | -16%

New compounds follow.
SMILES | aSyn tox rescue
COc1ccc([N+](=O)[O-])cc1NC(=O)C1C2C=CC(C2)C1C(=O)O (stereo unspecified) | -8%
Cc1c(C(=O)N(C)C)sc2c1c(=O)n(-c1ccc(F)cc1)c(=O)n2CC(=O)N(C)c1ccccc1 | 0%
CCn1c(CSc2nnc(-c3ccncc3)n2C)nc2cc(C(=O)O)ccc21 | 9%
CSc1ccc(CCNC(=O)c2c(C)oc3ncn(C)c(=O)c23)cc1 | 3%
N#CC(Sc1ccccn1)c1ccc(Cl)cc1Cl (stereo unspecified) | -28%
CN(C(=O)Nc1cnccc1C(F)(F)F)C1CCCCC1 | -12%
O=C(Nc1ccccc1C(F)(F)F)C1CCN(c2nnc(-n3cccc3)s2)CC1 | 0%
Cc1ccc(NC(=O)c2ccc(CN3CC(=O)N4CCCCC4C3=O)cc2)c(Cl)c1 (stereo unspecified) | -11%
CCc1nnc(NC(=O)CSc2nnc(Cc3cccn3C)n2C)s1 | 2%
CCOC(=O)c1cnc2ccc(OCC)cc2c1NCCN1CCOCC1 | -7%
COc1cc(OC)c(NC(=O)C2CCN(S(=O)(=O)c3ccc4c(c3)oc(=O)n4C)CC2)cc1Cl | 0%
Cc1ccc(Nc2nc3ccccc3c3nncn23)cc1C | -11%
CCCSc1ncc(Cl)c(C(=O)Nc2ccc(S(=O)(=O)N3CCCCC3C)cc2)n1 (stereo unspecified) | 2%
CC(C)c1cnc2c(c1SCC(=O)NCc1ccccc1)c(=O)n(C)c(=O)n2C | 3%
O=C1c2ccccc2C(Nc2ccc(S(=O)(=O)N3CCOCC3)cc2)N1c1ccccn1 (stereo unspecified) | 4%
O=C(COc1ccc(S(=O)(=O)NCc2ccccc2)cc1Cl)NCc1ccncc1 | -11%
CC1(C)C2CC[C@]3(C)C(CC=C4[C@@H]5C[C@@](C)(CO)[C@@H]6C[C@@]5(CC[C@]43C)C(=O)O6)[C@@]2(C)CC[C@@H]1O (stereo partly specified) | 10%
C#CCn1c(=O)n(-c2cccc(Cl)c2C)c(=O)c2c3c(sc21)CN(C(C)=O)CC3 | -2%
CCOCCCNC(=O)c1cn(CC)c2ccc(S(=O)(=O)N3CCOCC3)cc2c1=O | 2%
CCc1cccc2c(-c3csc(=NC)n3C)c[nH]c12 | 9%
CC(C)C(C)(C#N)NC(=O)CSc1nncn1-c1ccccc1 (stereo unspecified) | -4%
COc1ccc(-n2nnnc2CNC(=O)c2c(-c3ccccc3Cl)noc2C)cc1 | -1%
COc1ccc(CC(C)NCC(O)c2ccc(O)c(NC=O)c2)cc1 (stereo unspecified) | 0%
Cc1ccc(NC(=O)C[n+]2cc(-c3ccccc3)n3c2CCC3)c(C)c1 | -2%
C/C(=N\N1CCN(c2ccccc2)CC1)c1ccco1 | -14%
Further results.
SMILES | aSyn tox rescue
Cc1ccc(NC(=O)c2cc(S(=O)(=O)NC3CCCCCC3)ccc2F)cc1F | 25µM*
O=C(COC(=O)c1ccco1)Nc1nc2ccc([N+](=O)[O-])cc2s1 | -6%
Cc1ccc(S(=O)(=O)c2nc(-c3ccco3)oc2SCC(N)=O)cc1 | -4%
Cc1ccccc1CN1C(=O)c2ccccc2Sc2ccc(C(=O)NCCCN3CCOCC3)cc21 | 6%
CCOc1ccc(CCNC(=O)c2nn(-c3ccc(OC)cc3)c(=O)c3c2c2ccccc2n3C)cc1OCC | 2%
COc1ccc(CCNC(=O)c2cc(S(=O)(=O)N3CCOCC3)cn2C)cc1OC | 4%
CCc1cc2c(cc3c(=O)n(CC(=O)NCCc4ccccc4)ncn32)s1 | -1%
CCCCN1C(=O)/C(=C(/C#N)C(=O)N2CCCC2)c2ccccc21 | 1%
NC(=O)c1ccc(-n2nnnc2SCC(=O)c2ccc(O)c(O)c2)cc1 | -1%
CSc1nc2ncc3c(n2n1)CC(C)(C)CC3=O | 5%
O=C(OCc1cn([C@H]2CN(CC3CCCCC3)[C@@H](c3ccc(Cl)cc3)C[C@@H]2O)nn1)c1ccccc1 | 0%
CCOC(=O)c1c(C)[nH]c(N=Nc2cc(C(=O)O)cc(C(=O)O)c2)c1C | 6%
Cc1ccc(C(C)C)cc1OCCN1CCCC1 | 6%
Cc1ccc(N(CC(=O)NC2CCCC2)C(=O)CNC(=O)c2cccs2)cc1C | -2%
O=C(NCCOc1ccccc1F)c1cccc(S(=O)(=O)N2CCN(c3ccccc3)CC2)c1 | 3%
O=C(NCc1csc(-c2cccs2)n1)c1ccsc1 | 0%
CCc1nc2ccc(C(=O)N3CCN(c4cccc(Cl)c4)CC3)cc2nc1CC | -3%
CCc1ccc(NC(=O)Cn2c(=O)n(CCCCC(=O)NCCc3ccccc3)c(=O)c3ccccc32)cc1 | -6%
O=S(=O)(c1cccs1)N1CN(C2CCCC2)c2nc3ccccc3nc21 | -3%
CCc1ccc(-c2nn(CC(=O)NC3CCCCC3)c3c2cnc2ccc(OC)cc23)cc1 | 4%
CC(C)=CCc1c(O)cc2c(c1O)C(=O)CC(c1ccccc1)O2 (stereo unspecified) | 8%
COc1ccc(S(=O)(=O)N(C)C[C@@H]2OCc3cnnn3CCCC(=O)N([C@H](C)CO)C[C@H]2C)cc1 | -8%
Cc1cc(C)n2nc(CNC(=O)c3cccc(Cl)c3)nc2n1 | 0%
O=C(Nc1ccc(C(F)(F)F)cc1)N1CCC(N2CCCCC2)CC1 | -15%
COc1ccc2nc3n(c(=O)c2c1)-c1cc2ccccc2cc1C(=O)NC3Cc1ccc(O)cc1 (stereo unspecified) | -2%

Reprinted at random: 4 records from the list.
SMILES | aSyn tox rescue
O=C(NCc1csc(-c2cccs2)n1)c1ccsc1 | 0%
COc1ccc(S(=O)(=O)N(C)C[C@@H]2OCc3cnnn3CCCC(=O)N([C@H](C)CO)C[C@H]2C)cc1 | -8%
CCc1cc2c(cc3c(=O)n(CC(=O)NCCc4ccccc4)ncn32)s1 | -1%
CSc1nc2ncc3c(n2n1)CC(C)(C)CC3=O | 5%

The main list resumes, repeating the two entries before the break.
SMILES | aSyn tox rescue
O=C(Nc1ccc(C(F)(F)F)cc1)N1CCC(N2CCCCC2)CC1 | -15%
COc1ccc2nc3n(c(=O)c2c1)-c1cc2ccccc2cc1C(=O)NC3Cc1ccc(O)cc1 (stereo unspecified) | -2%
CSc1ncc(Cl)c(C(=O)Nc2c(C(=O)c3ccc(Cl)cc3)oc3ccccc23)n1 | 0%
CC(=O)NC1C(OCc2cccc(Br)c2)OC(COC(C)=O)C(OC(C)=O)C1OC(C)=O (stereo unspecified) | 9%
O=C(/C=C/c1ccco1)NCC1OCCc2ccccc21 (stereo unspecified) | 14%
Cc1ccc(S(=O)(=O)N2CC3(O)CN(C(=O)OC(C)C)N(C(=O)OC(C)C)CC3(OC(=O)NC3CCCC3)C2)cc1 (stereo unspecified) | 0%
O=[N+]([O-])c1ccc(C2CC(c3ccccc3)=Nc3ccccc3S2)cc1 (stereo unspecified) | -2%
COC(=O)C1=C(C)N(C)C(=O)NC1c1c(OC)ccc2ccccc12 (stereo unspecified) | -7%
CC(Oc1ccc(Cl)cc1)C(=O)N/N=C/c1ccsc1 (stereo unspecified) | -2%
O=C(O)c1ccc(-c2ccc(/C=C3\NC(=O)N(Cc4ccc(Cl)cc4)C3=O)o2)cc1Cl | 3%
O=C(Cn1c(SCCOc2ccccc2Cl)nc2ccccc21)N1CCOCC1 | 4%
CCCC(=O)Nc1ccc2c(c1)nc(CCN1CCC(C)CC1)n2C | 9%
Cc1ccc2c(c1)c(=O)c1ccccc1n2CCCC(=O)Nc1cc(Cl)ccc1C | -48%[inhibitor]
Cc1ccc(NC(=O)Cn2nnc(C(=O)NCc3ccc4c(c3)OCO4)c2N)cc1Cl | 0%
Cn1c(=O)c(=O)n(C)c2cc(NC(=O)c3ccccc3Br)ccc21 | u
Clc1ccc(CSc2nc3ccncc3[nH]2)cc1 | -1%
